Screening results as filed in PubChem.
SW480 rereplic: induces DNA re-replication in SW480 colon adenocarcinoma cells; SW480 DNA re-replication, Hoechst DNA content imaging, 48 h; Potency, µM (series often up to 46.1 µM), inactives show at the top dose re-replication activation, hits mostly activators; 340,000 compounds, 1.8% hits; note: potency is the fitted concentration of half-maximal effect; % of control where 0% means no effect; nearly all actives have a fitted effect of over 55% in size
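Compounds, transferred as 23 nL by pin tool, were incubated with cells for 48 hr; DNA content per nucleus was then quantified by Hoechst staining and fluorescence plate imaging.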
HT1080 IDH1KD tx: kills HT-1080 cells with IDH1 knockdown. HT-1080 IDH1 knockdown viability, ATP luminescence, 48 h. Potency, µM (top dose mostly 46.1 µM), inactives show at the highest dose activity, negative = toxicity, hits mostly cytotoxic. 360,000 compounds, 2% hits;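 note: potency is the fitted concentration of half-maximal effect; 0% = DMSO wells and -100% = cell-free medium wells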
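Using the IDH1-knockdown HT-1080 line run in the same batch and compound series as the NT line, viability after 48 h at 37 °C was determined by CellTiter-Glo luminescence and expressed as % activity.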
HT1080NT lethal: kills 2HG-producing HT-1080-NT fibrosarcoma cells | 360,000 compounds, 1.6% hits | AID 686970 | HT-1080-NT fibrosarcoma viability, CellTiter-Glo ATP luminescence, 48 h | Potency, µM (titrated, usually from 46.1 µM), inactives show at the highest dose activity, negative = less viability, most hits filed as cytotoxic;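 note: NT is the 2HG producing partner of a matched IDH1 knockdown line; potency is the fitted concentration of half-maximal effect; 0% = DMSO-treated cells and -100% = media-only wells without cells; nearly all actives have a fitted effect of over 55% in size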
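Read-out is CellTiter-Glo luminescence after 10 minutes at room temperature, following 48 hours' compound treatment of HT-1080-NT cells (750 cells/well, RPMI, 5% FBS, 37 degrees C).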
KB-3-1 cytotox: KB-3-1 parental cell cytotoxicity; KB-3-1 viability, CellTiter-Glo ATP luminescence, 72 h; Potency, µM (titrated, usually from 46.1 µM), for inactives: at the top dose activity change, negative = cytotoxic, hits mostly cytotoxic; 400,000 compounds, 1.4% hits; note: potency is the fitted concentration of half-maximal effect; % is set by controls: 0 for no effect and ±100 for the full control effect; nearly all actives have a fitted effect of over 60% in size
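KB-3-1 cells, DMEM (no phenol red) + 10% FBS; compound by pin transfer, 72 h, 37 °C. Readout: CellTiter-Glo luminescence after 10 min. Data normalized, curve-fitted.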
ATXN2 expr inh: reduces ATXN2 reporter expression in HEK-293 cells; HEK-293 ATXN2-luciferase reporter, luminescence, 24 h; Potency, µM (highest dose often 57 µM), for the others: at the highest dose activity change, negative = inhibition, hits mostly inhibitors; 360,000 compounds, 0.72% hits; note: potency is the fitted concentration of half-maximal effect; % is set by controls: 0 for no effect and ±100 for the full control effect; nearly all actives have a fitted effect of over 55% in size
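qHTS (up to 57 uM final) was run with 24 h compound exposure of reporter cells at 37 °C. Each well was multiplexed: SteadyGlo luminescence measured ATXN2-luciferase expression after a fluorogenic Gly-Phe-AFC viability readout (25 uM final).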
IL-1B inflam inh: inflammasome signaling inhibition, IL-1 beta readout. THP-1 LPS/ATP IL-1B secretion, AlphaLISA, 16 h; hits give low values. activity change, % at 57.5 µM. 360,000 compounds, 4.7% hits. AID 743279; in the data active = activity change below about -50%; inconclusive = mostly about -30% to -49%; note: % is set by controls: 0 for no effect and ±100 for the full control effect
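THP-1 cells pretreated 1 hr with compounds (up to 57.5 uM final), then stimulated with LPS (250 ng/mL final) plus ATP (1.25 mM final); secreted IL-1B measured by AlphaLISA after 16 hr, decreased signal indicating inhibition.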
KB-V1 MDR tox: kills drug-selected multidrug resistant KB-V1 cells; AID 1347076; 400,000 compounds, 3.4% hits; Potency, µM (top dose mostly 46.1 µM), inactives show at the top dose activity change, negative = cytotoxicity, hits mostly cytotoxic; KB-V1 MDR cells viability, CellTiter-Glo, 72 h; note: potency is the fitted concentration of half-maximal effect; % is set by controls: 0 for no effect and ±100 for the full control effect; nearly all actives have a fitted effect of over 60% in size
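In this primary screen, KB-V1 cells overexpressing P-gp are incubated with library compounds (lowest to highest concentration) for 72 h at 37 degrees C before a luminescent ATP viability read.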
WRN helicase inh: inhibitors of human WRN helicase; Potency, µM (doses to about 114 µM), for the others: top-dose activity change, negative = inhibition, hits mostly inhibitors; 360,000 compounds, 0.46% hits; WRN helicase unwinding, fluorescent forked duplex, kinetic; note: potency is the fitted concentration of half-maximal effect; % is set by controls: 0 for no effect and ±100 for the full control effect; nearly all actives have a fitted effect of over 55% in size
Target sequence (Q14191 whole entry, looked up): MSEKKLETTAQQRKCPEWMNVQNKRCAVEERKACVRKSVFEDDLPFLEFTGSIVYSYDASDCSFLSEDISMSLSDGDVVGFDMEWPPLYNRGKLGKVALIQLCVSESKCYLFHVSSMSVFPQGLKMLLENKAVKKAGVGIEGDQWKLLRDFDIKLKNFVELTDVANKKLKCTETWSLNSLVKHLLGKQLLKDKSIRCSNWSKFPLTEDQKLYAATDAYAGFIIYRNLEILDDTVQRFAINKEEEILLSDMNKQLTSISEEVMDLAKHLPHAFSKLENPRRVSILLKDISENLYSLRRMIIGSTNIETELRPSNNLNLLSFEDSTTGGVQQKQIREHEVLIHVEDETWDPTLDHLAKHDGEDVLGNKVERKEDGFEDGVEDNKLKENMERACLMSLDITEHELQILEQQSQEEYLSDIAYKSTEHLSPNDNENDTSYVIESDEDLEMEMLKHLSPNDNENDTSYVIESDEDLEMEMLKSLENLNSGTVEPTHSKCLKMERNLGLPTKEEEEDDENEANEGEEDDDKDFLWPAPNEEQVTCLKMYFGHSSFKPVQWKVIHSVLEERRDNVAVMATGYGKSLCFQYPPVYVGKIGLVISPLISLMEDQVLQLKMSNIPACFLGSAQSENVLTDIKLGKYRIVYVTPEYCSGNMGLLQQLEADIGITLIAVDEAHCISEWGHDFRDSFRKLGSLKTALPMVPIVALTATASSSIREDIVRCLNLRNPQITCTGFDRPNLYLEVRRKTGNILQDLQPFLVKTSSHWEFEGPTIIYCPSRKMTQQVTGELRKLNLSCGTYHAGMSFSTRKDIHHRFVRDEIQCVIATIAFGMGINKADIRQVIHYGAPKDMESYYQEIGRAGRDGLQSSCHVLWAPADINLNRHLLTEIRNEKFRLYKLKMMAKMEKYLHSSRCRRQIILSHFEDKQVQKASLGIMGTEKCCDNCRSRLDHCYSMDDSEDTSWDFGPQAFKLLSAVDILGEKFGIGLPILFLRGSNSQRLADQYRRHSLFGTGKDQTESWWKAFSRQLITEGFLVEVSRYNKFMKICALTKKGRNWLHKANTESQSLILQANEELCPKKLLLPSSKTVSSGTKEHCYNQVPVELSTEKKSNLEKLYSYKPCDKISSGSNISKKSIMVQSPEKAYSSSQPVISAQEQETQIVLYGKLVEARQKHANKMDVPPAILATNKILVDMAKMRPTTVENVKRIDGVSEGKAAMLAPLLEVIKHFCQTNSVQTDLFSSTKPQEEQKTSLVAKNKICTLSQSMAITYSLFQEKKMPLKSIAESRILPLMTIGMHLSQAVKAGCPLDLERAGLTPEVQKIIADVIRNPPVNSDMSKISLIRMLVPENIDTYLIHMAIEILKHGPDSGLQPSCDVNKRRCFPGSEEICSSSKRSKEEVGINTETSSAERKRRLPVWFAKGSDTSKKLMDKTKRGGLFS
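WRN at 20 nM final preincubated with compound 15 min at room temperature; reaction started with 100 nM fluorophore/quencher forked duplex oligonucleotide and 2 mM ATP final. Unwinding followed kinetically by red fluorescence (ex 525, em 598 nm).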
MCF10A rereplic: DNA re-replication induction in MCF 10a cells; Potency, µM (titrated, usually from 46.1 µM), for inactives: at the top dose activity, positive = re-replication, hits mostly activators; AID 624296; MCF 10A DNA re-replication, Hoechst nuclear intensity, 48 h; 350,000 compounds, 2.9% hits; note: potency is the fitted concentration of half-maximal effect; % of control where 0% means no effect; nearly all actives have a fitted effect of over 50% in size
* = called active by the depositor; ? = inconclusive; · = no result given; & = joins results of further samples; [ ] = remark or other dose. Unless noted, calls come from the whole dose curve; as a rule, active = well fitted curve in the direction sought with a large enough effect; inconclusive = small, poorly fitted or top-dose-only effect, or another doubt; inactive = no such curve, though single readings can be large; an effect the other way counts as inactive or inconclusive.

canonical_smiles	SW480 rereplic	HT1080 IDH1KD tx	HT1080NT lethal	KB-3-1 cytotox	ATXN2 expr inh	IL-1B inflam inh	KB-V1 MDR tox	WRN helicase inh	MCF10A rereplic
CC1CCN(C(=O)c2ccc(N3CC4CC(C3)c3cccc(=O)n3C4)c([N+](=O)[O-])c2)CC1 (stereo unspecified)	?	17.9%	9.3%	22.8%	3.5%	0.0	?	-6.9%	2.6%
Cc1ccc2c(c1)C(c1ccccc1)=NCC(=O)N2C	-35.7%[inhibitor]	16.7%	5.1%	-1.4%	-17.6%	0.0	0.0%	-4.9%	-1.4%
O=C(COC(=O)c1cccc(O)c1)Nc1ccc(Cl)cc1C(=O)c1ccccc1	2.9%	-14.7%	-0.6%	5.0%	·	26.3	15.4%	-8.1%	25.8%
O=C(CCc1ccccc1)N1Cc2cc(-c3ccccc3)ccc2-n2nncc2C1	·	?	?	?	?	-30.0	-19.4%	-7.2%	·
CC(NC1=NCCS1)c1ccccc1 (stereo unspecified)	-8.3%	1.0%	-9.9%	18.3%	·	-19.4	-3.3%	-2.7%	0.3%
CN(C)c1ccc(/C=C/[N+](=O)[O-])cc1	?	23.1µM*	?	5.2%	29.8%	-63.6*	2.0%	-14.5%	-0.2%
O=C1COc2ccc(C(=O)COC(=O)Cc3ccccc3)cc2N1	10.0%	0.8%	1.2%	-1.1%	4.1%	20.9	26.8%	2.7%	-2.6%
COc1ccc(Nc2ncc(C(=O)N3CCC4(CC3)OCCO4)c3ccccc23)cc1	-5.9%	2.0%[9.24 µM]	11.0%	24.8%	5.1%	-15.0	-14.2%	-6.6%	2.8%
COC(=O)C(O)(c1ccc(N(C)C)cc1)C(F)(F)F (stereo unspecified)	?	-3.2%	2.4%	0.4%	·	14.5	0.0%	-3.6%	-0.6%
COc1ccc2c(C)c(CCC(=O)N3C[C@H]4C[C@@H](C3)c3cccc(=O)n3C4)c(=O)oc2c1	-1.4%	1.4%	0.6%	0.0%	5.8%	-2.8	19.8%	0.3%	5.6%
Cc1cc(OC(C)C(=O)NCc2ccncc2)c2c3c(c(=O)oc2c1)CCC3 (stereo unspecified)	?	2.0%	-0.6%	13.0%	9.0%	-2.1	-16.3%	-0.1%	14.6%
CC(=O)OCC(=O)[C@H]1CC[C@H]2[C@@H]3CC=C4C[C@@H](O)CC[C@]4(C)[C@H]3CC[C@]12C	0.4%&3.1%	1.4%	27.2%	0.0%	7.1%	4.3	?	1.2%	6.4%&8.0%
COc1ccc(NP(=O)(Oc2ccccc2OC)Oc2ccccc2OC)cc1	?	-14.1%	1.5%	3.9%	·	0.0	?	-2.2%	?
Cc1cccc(CN2CCN(CC(=O)N3CCC4(CC3)OCCO4)C2=O)c1	1.0%	16.0%	16.8%	15.0%	8.8%	19.1	-0.4%	-4.1%	7.9%
Cc1ccc(N2C(=O)NC(=O)/C(=C\c3ccc(N4CCOCC4)cc3)C2=O)cc1	0.0%	6.4%	0.8%	2.1%	-9.3%	4.5	?	?	0.9%
Cc1ncc(CN2CCCC(C(=O)c3cccc(Cl)c3)C2)s1 (stereo unspecified)	-41.1%[inhibitor]	8.1%	-0.1%	0.0%	·	36.1	?	-2.6%	13.6%
Cc1nc2ccc(N3CCN(C)CC3)cc2nc1C	1.2%	11.6%	13.3%	0.0%	·	0.0	6.2%	3.1%	-2.5%
CC1CC2(C)C(=CC1=O)CCC1C3CCC(C)(O)C3(C)CC3OC312 (stereo unspecified)	-1.9%	-13.7%	10.3%	2.0%	-13.6%	-2.4	-17.7%	0.5%	3.6%
CN1OC[C@@H]2COc3ccc4ccccc4c3[C@@H]21	1.7%	6.2%	0.9%	4.3%	5.4%	26.2	6.7%	5.3%	-24.0%
COC(=O)C1=C(c2ccccc2)C[C@@H]2CC[C@H]1N2C	-5.9%	-2.4%	0.0%	-6.8%	-0.7%	-5.9	-7.7%	5.6%	1.3%
CC(=O)OC1CCC2(C)C3CCC4(C)C(OC(C)=O)CCC4C3C(C)C2(O)C1 (stereo unspecified)	-9.1%	10.7%	15.3%	-0.2%	-28.8%	-4.4	15.2%	-8.2%	15.4%
Cn1cccc1/C=C1/C(=O)NC(=O)N(Cc2ccc(F)cc2)C1=O	-12.8%	-16.4%	?	-11.4%	5.2%	43.2	7.7%	?	3.1%
CCC(C)C1NC(=O)C(NC(=O)C(CC(C)C)N(C)C(=O)C2CCCN2C(=O)C(C)O)C(C)OC(=O)C(Cc2ccc(OC)cc2)N(C)C(=O)C2CCCN2C(=O)C(CC(C)C)NC(=O)[C@H](C)C(=O)[C@H](C(C)C)OC(=O)CC1O (stereo partly specified)	?	0.013µM*	0.231µM*	0.164µM*	?	-100.4*	8.2µM*	-5.0%	?
OC1(c2cccnc2)CC2CCC(C1)N2Cc1nnnn1Cc1ccccc1 (stereo unspecified)	-0.8%	12.4%	14.5%	4.6%	4.2%	13.0	-14.3%	-6.0%	1.0%
C[N+](C)(C)CCOC(=O)CBr	-59.2%[inhibitor]	11.4%	7.4%	0.0%	-3.1%	11.9	22.9%	2.8%	3.0%
O=C1NC(=O)C2(Cc3ccccc3N3CCCC32)C(=O)N1 (stereo unspecified)	-6.2%	29.7%	-7.4%	14.8%	6.0%	30.4	12.1%	-3.9%	-4.5%
COC(=O)C1=C(c2ccc(F)cc2F)C[C@@H]2CC[C@H]1N2C(=O)N1CCC(C)CC1	16.1%	-13.9%	0.0%	-6.6%	-7.5%	8.7	-12.3%	-0.8%	-0.1%
COP(=O)(OC)C(NC(=O)c1ccc(C)cc1)C(Cl)(Cl)Cl (stereo unspecified)	-8.2%	14.5%	18.4%	-8.0%	12.0%	-6.9	3.3%	-24.1%	2.3%
O=C(COc1ccccc1/C=C1/NC(=O)NC1=O)Nc1ccccc1	-0.9%	13.4%	1.1%	-0.2%	-1.5%	25.2	-0.2%	9.9%	?
CCCCC12CNCC(C)(CNC1)C2=O	0.0%	0.1%	0.5%[9.24 µM]	0.8%	4.2%	-9.4	?	1.1%	-2.6%
CN(C)P1(N(C)C)=Nc2c(c(N)nn2C)C(c2ccccc2)=N1	-19.3%&-5.6%	1.9%	-0.2%&8.4%	-2.3%&8.2%	17.8%&18.4%	-8.4&19.5	10.3%&6.9%	-3.0%	2.1%&-0.7%
O=c1[nH]c(=O)n(Cc2ccco2)c(O)c1C=NCCN1CCOCC1	-11.9%	3.5%	5.4%	3.5%	2.1%	16.2	3.1%	-20.3%	-0.8%
N#C/C(N)=C(/N)C#N	2.3%	0.0%	3.5%	0.0%	-11.8%	-5.3	0.1%	0.9%	?
C[C@]12CCC3C(CCC4=CC(O)CC[C@@]43/C=N/O)C1(O)CCC2C1=CC(=O)OC1 (stereo partly specified)	3.66µM*	0.82µM*	3.26µM*	0.291µM*	?	-71.3*	0.651µM*	22.8%	?
N#CC12c3ccccc3C(=O)N1Cc1cnnn1-c1ccccc12 (stereo unspecified)	·	-7.8%	2.4%	-0.2%	-2.4%	0.3	19.6%	-1.0%	·
Cc1cccc2c1=NC(=O)/C(=C/c1c(O)[nH]c(=O)[nH]c1=O)C=2	1.3%	-4.5%	1.5%	23.8%	-4.3%	13.9	-17.8%	50.1µM*	5.4%
Cc1ccccc1C1=NCC(=S)Nc2ccc(Cl)cc21	2.8%	-2.2%	7.6%	-5.0%	-12.2%	67.2	-7.6%	-1.5%	-15.3%
COc1ccccc1N1CCN(S(=O)(=O)CCNC(=O)CCCc2ccccc2)CC1	1.0%	-0.6%	-9.8%	-6.6%	-7.0%	-2.5	?	-2.0%	-0.7%
O=C(C1CC(=O)N(c2ccc(F)c(Cl)c2)C1)N1CCC2(CC1)OCCO2 (stereo unspecified)	-1.7%	17.4%	-3.7%	-6.0%	3.7%	16.6	-22.2%	2.8%	0.6%
CN(C)C(=O)Nc1cccc(OC(=O)N(C)C)c1	-0.5%	15.7%	22.1%	-0.7%	-28.0%	21.3	5.7%	-1.3%	0.0%
C[C@@H]1CN([C@@H](C)CO)C(=O)c2c(c3ccccc3n2C)-c2ccccc2CO[C@H]1CN(C)C(=O)[C@H](C)c1ccccc1	·	?	?	?	?	-13.8	?	-1.3%	·
Cc1oc2ccc(OC(=O)N(C)C)cc2c1C(=O)OC(C)C	3.8%	6.1%	12.0%	-0.9%	-19.4%	24.0	-20.1%	-8.1%	-178.8%[0.0737 µM]

Quoted at random: two records from the list.
canonical_smiles	SW480 rereplic	HT1080 IDH1KD tx	HT1080NT lethal	KB-3-1 cytotox	ATXN2 expr inh	IL-1B inflam inh	KB-V1 MDR tox	WRN helicase inh	MCF10A rereplic
COC(=O)C1=C(c2ccc(F)cc2F)C[C@@H]2CC[C@H]1N2C(=O)N1CCC(C)CC1	16.1%	-13.9%	0.0%	-6.6%	-7.5%	8.7	-12.3%	-0.8%	-0.1%
Cc1cc(OC(C)C(=O)NCc2ccncc2)c2c3c(c(=O)oc2c1)CCC3 (stereo unspecified)	?	2.0%	-0.6%	13.0%	9.0%	-2.1	-16.3%	-0.1%	14.6%

Some values from the list.
CN(C)c1ccc(/C=C/[N+](=O)[O-])cc1 in MCF10A rereplic → -0.2%
Cc1ccccc1C1=NCC(=S)Nc2ccc(Cl)cc21 in HT1080 IDH1KD tx → -2.2%

Only part of the results is shown, so the mix of outcomes need not match the whole.
